# aGal spleen mod – alpha-galactosidase A (human) modulation | Potency, µM (top dose mostly 80 µM), inactives show at the highest dose activity change, negative = inhibition, most hits filed as inhibitors | P06280 | 240,000 tested, 0.008% active | human spleen homogenate, 4MU-alpha-Gal fluorescence, 40 min | AID 2107;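 also: potency is read from the fitted curve at half-maximal effect; 0% = enzyme with vehicle and -100% = no enzyme basal signal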
# Target sequence (P06280 32-429 limits assumed): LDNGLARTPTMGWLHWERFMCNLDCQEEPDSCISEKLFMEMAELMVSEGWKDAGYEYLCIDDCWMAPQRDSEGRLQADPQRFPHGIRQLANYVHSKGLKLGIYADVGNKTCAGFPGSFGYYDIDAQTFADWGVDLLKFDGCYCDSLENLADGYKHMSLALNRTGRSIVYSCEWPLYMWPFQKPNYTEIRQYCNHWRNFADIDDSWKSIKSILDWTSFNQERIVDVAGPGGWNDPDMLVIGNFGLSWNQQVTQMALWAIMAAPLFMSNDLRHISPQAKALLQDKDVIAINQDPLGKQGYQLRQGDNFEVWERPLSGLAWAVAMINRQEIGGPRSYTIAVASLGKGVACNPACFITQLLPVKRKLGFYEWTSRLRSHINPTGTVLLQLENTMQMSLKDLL
#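 Spleen homogenate 1 ug + cpd (titration) + 4-MU-alpha-D-galactopyranoside 1 mM; 37C 40 min; 50 mM citrate/phosphate pH 5.0, 0.01% Tween-20; stop pH 10; fluorescence 365/440; AC50 via Hill.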
# NPSR antag – blocks cAMP signaling of the human neuropeptide S receptor. Q6W5P4. CHO-NPSR cells, cAMP TR-FRET, antagonist mode. Potency, µM (top dose mostly 38.3 µM), for inactives: at the highest dose activity change, negative = inhibition, most hits filed as inhibitors. 220,000 tested, 1% active. AID 1461; also: potency is read from the fitted curve at half-maximal effect; % is scaled to controls: 0 for no effect and ±100 for the full control effect; nearly all actives have a fitted effect of over 50% in size; many of its hits are not listed in these tables
# Target sequence (Q6W5P4 whole entry, looked up): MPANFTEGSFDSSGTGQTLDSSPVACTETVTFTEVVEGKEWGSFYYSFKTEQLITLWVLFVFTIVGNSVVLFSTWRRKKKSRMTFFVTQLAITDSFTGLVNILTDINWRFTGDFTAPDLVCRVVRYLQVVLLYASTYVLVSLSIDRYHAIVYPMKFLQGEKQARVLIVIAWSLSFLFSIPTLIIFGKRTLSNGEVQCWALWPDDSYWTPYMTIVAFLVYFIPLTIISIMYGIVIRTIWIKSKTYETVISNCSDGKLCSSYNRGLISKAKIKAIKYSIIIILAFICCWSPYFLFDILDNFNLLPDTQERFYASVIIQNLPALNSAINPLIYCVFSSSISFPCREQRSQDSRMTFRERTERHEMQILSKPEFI
# Epigenetic reg – epigenetic control regulation, reporter derepression | murine LDR cells, GFP reporter derepression, 30 h | Potency, µM (series often up to 53.9 µM), without a hit: top-dose GFP activation, actives largely listed as activators | 280,000 tested, 0.2% active | AID 1865; also: potency is read from the fitted curve at half-maximal effect; % of control where 0% means no effect; nearly all actives have a fitted effect of over 60% in size
#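 In this reporter-derepression format, murine cells bearing a silenced integrated CMV-GFP locus incubate with test compound (30 h, 37 C), then are washed and imaged; fluorescent objects of 20–120 um count as induced cells.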
# Luc counter – Kinase-Glo luciferase inhibition (counter-screen) | Q27757 | Kinase-Glo luciferase, ATP luminescence, 8 min | Potency, µM (series often up to 38.3 µM), for the others: top-dose activity change, negative = inhibition, actives largely listed as inhibitors | 200,000 tested, 0.28% active | AID 1379; also: potency is read from the fitted curve at half-maximal effect; % is scaled to controls: 0 for no effect and ±100 for the full control effect; nearly all actives have a fitted effect of over 60% in size
#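 Luminescence was the read-out, taken after 8-minute incubation at ambient temperature. Luciferase turned over luciferin with 10 uM ATP in imidazole pH 7.2 buffer containing KCl, MgCl2, Tween 20 and BSA.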
# CBFb RUNX1 block – blocks binding between human CBF-beta and RUNX1; AlphaScreen CBFb-His/RUNX1-biotin binding, biochemical; Potency, µM (series often up to 59.8 µM), inactives show at the top dose activity, negative = inhibition, most hits filed as inhibitors; 230,000 tested, under 10 active; AID 1477; also: % of control where 0% means no effect
#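 Inhibition was taken as any reduction in AlphaScreen signal from the CBF-beta–RUNX1 pair (His and biotin tags, 30 nM each), measured after compound (15 min) and bead (90 min) incubations at room temperature.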
# IMPase Li inh – membrane-permeable IMPase blocker, potentiated with lithium; CHO-M1 cells, IP1 TR-FRET (IP-One), carbachol + lithium; Potency, µM (highest dose often 59.4 µM), without a hit: at the top dose activity, negative = IMPase inhibition, most hits filed as inhibitors; 210,000 tested, 0.35% active; AID 1457;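 also: IP1 builds up when IMPase is blocked and the TR-FRET signal falls; potency is read from the fitted curve at half-maximal effect; plate controls were basal vehicle for no effect and high inhibitor control for full effect; nearly all actives have a fitted effect of over 50% in size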
#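 Test compounds were applied to CHO-M1 cells previously cultured for 16–30 h at 2000 per well. A small lithium amount accompanied them; after 30 min at 37C, IP1 was quantified by TR-FRET.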
# Lamin A splicing – modulators of lamin A splicing. AID 1487. HeLa LMNA splicing GFP/RFP minigene ratio, 48 h. 200,000 tested, 0.01% active. Potency, µM (highest dose often 46.1 µM), for the others: top-dose ratio change, negative = inhibition, most hits filed as inhibitors; active = well fitted inhibition curve with a large enough effect in the signal ratio, with a control signal flat, not every such curve was filed as active; inconclusive = small, poorly fitted or top-dose-only effect, or effect the other way, or a change in a side signal; the % refers to the signal ratio; also: potency is read from the fitted curve at half-maximal effect; % is scaled to controls: 0 for no effect and ±100 for the full control effect
#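 Read-out is the ratio of GFP to DsRed2 object intensity, acquired by 488 nm laser-scanning cytometry on HeLa lamin A-EGFP minigene reporter cells. Compound incubation 48 hrs at 37 °C in Opti-MEM with 2% FBS; DMSO 0.5% final.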
# Numbers without * were called inactive; ? = inconclusive; / = not tested or not shown; & = joins results of further samples; [ ] = remark or other dose. Unless noted, calls follow the shape of the dose curve; as a rule, active = well fitted curve in the direction sought with a large enough effect; inconclusive = small, poorly fitted or top-dose-only effect, or another doubt; inactive = no such curve, though single readings can be large; an effect the other way counts as inactive or inconclusive.
No.	Structure	aGal spleen mod	NPSR antag	Epigenetic reg	Luc counter	CBFb RUNX1 block	IMPase Li inh	Lamin A splicing
1	Nc1nc(SCCN2C(=O)c3ccccc3C2=O)n[nH]1	10%	-2%[46.1 µM]	-0.2%	-2%	2%	9%[38.3 µM]	4%
2	CCOC(=O)CN(C(=O)CN1CCC(n2nnc3cc(C)ccc32)CC1)c1ccccc1	-11%	-25%[46.1 µM]	3.3%	0%	-3%	19%[38.3 µM]	3%
3	COc1ccc2nc(N3CCOCC3)cc(C)c2c1	?	-9%[46.1 µM]	0.0%	-1%	7%	20%[38.3 µM]	-9%
4	CCCCNC(=O)CN1C(=O)C(CC)Oc2ccc(Cl)cc21 (centres undefined)	-13%	-17%[46.1 µM]	-1.0%	/	8%	/	?
5	Cc1cccnc1NC(=O)CSc1nnc(Cc2ccccc2)o1	7%	-1%[46.1 µM]	-0.8%	1%	-3%	-10%	7%
6	CC1(C)Cc2nc3oc4c(N(CCO)Cc5ccccc5)ncnc4c3cc2CO1	-5%	-26%[46.1 µM]	-0.8%	0%	15%	-8%[38.3 µM]	?
7	CC(C)(C)OC(=O)N[C@@H](Cc1ccccc1)C(=O)NCC1CCC(C(=O)O)CC1 (some centres undefined)	-2%	4%	0.1%	/	4%	/	/
8	Cn1nc(C(=O)N2CCc3ccccc3C2)c2ccccc2c1=O	17%	-21%[46.1 µM]	-1.0%	20%	-7%	63%[activator][38.3 µM]	-7%
9	C=CCNCCCCOc1ccc(C)cc1[N+](=O)[O-]	5%	-4%[46.1 µM]	-1.9%	/	8%	/	-3%
10	COc1ccccc1Oc1ccc(-c2cnc3ccccc3n2)cc1[N+](=O)[O-]	1%	-50%	1.1%	0%	-25%	14%	?
11	Cc1cccc(OCC(O)CN2CCN(C3CCCCC3)CC2)c1 (centres undefined)	-8%	-15%[46.1 µM]	0.3%	12%	7%	4%[38.3 µM]	7%
12	Cc1ccc(S(=O)(=O)CCc2nc3ccccc3s2)cc1	4%	-8%[46.1 µM]	-2.0%	-1%	6%	0%	-17%
13	COc1ccc(-c2c(C#N)c(N)nc3c2CCc2ccccc2-3)cc1OC	?	?	3.8%	-4%	21%	-4%[38.3 µM]	?
14	CCn1c(=O)n(CC)c2cc(S(=O)(=O)Nc3c(C)cccc3C)ccc21	-2%	-15%[46.1 µM]	-0.2%	-3%	2%	0%[38.3 µM]	12%
15	O=[N+]([O-])c1cccc2ncccc12	4%	15%	0.0%	/	7%	/	/
16	O=C(Oc1ccnc2cc(Cl)ccc12)N1CCOCC1	10%	-13%[46.1 µM]	4.5%	0%	3%	-9%[38.3 µM]	-18%
17	CNc1nc(Cl)nc(Nc2ccccc2)n1	-1%	9%	-0.2%	-2%	8%	-8%	?
18	Cc1cccc(Cc2nnc(CCC(=O)NCc3cnc4ccccn34)o2)c1	-20%	-19%	-0.1%	/	4%	2%	/
19	C#CCOCCOCCOCCNc1nc(N2CCN(C(=O)Cn3cc(CCO)nn3)CC2)nc(N2CCN(C(=O)[C@H](C(C)C)n3cc(CCO)nn3)CC2)n1	6%	6%	-1.4%	-1%	2%[2.36 µM]	2%	3%
20	O=C(COc1ccc(Cl)cc1Cl)NNC(=S)Nc1ccc(F)cc1	-3%	-13%[46.1 µM]	-0.3%	/	-5%	/	3%
21	CCOC(=O)c1nc(-c2ccc(OC)c(OC)c2)no1	-12%	9%	-1.3%	-4%	-6%	6%	/
22	COCCn1c(=O)c(-c2ccc(Cl)cc2)nc2cnc(Oc3ccc(OC)cc3)nc21	10%	/	/	-1%	/	4%	/
23	COc1ccc2[nH]c(C)c(CCNC(=S)Nc3cccc(C)c3C)c2c1	-7%	-23%	0.3%	2%	-25%	17%	-4%
24	CSC1=NCCN1S(=O)(=O)c1ccccc1	-4%	3%	8.4%	10%	-2%	1%	/
25	CCCCOc1ccc(C(=O)Nn2c(-c3cccs3)nc3ccccc3c2=O)cc1	2%	?	-1.8%	-1%	3%	?	16%
26	Cc1ccc(C(=O)O/N=C2\CC3CCC2(C)C3(C)C)cc1 (centres undefined)	1%	-18%[46.1 µM]	-1.3%	-2%	25%	0%	-4%
27	Brc1cc2c(cc1Br)OCCOCCOCCO2	-5%	2%	-1.0%	/	-15%	/	/
28	Nc1nonc1NC(=O)CSc1ncccc1C(=O)O	-3%	-4%[46.1 µM]	2.0%	5%	3%	-2%[38.3 µM]	0%
29	O=C(Oc1ccc(-c2csnn2)cc1)c1cccs1	6%	-18%	1.3%	/	9%	/	/
30	Cc1ccc(/C=C/C(=O)O)cc1S(=O)(=O)NCCO	-3%	-8%[46.1 µM]	-0.9%	4%	8%	1%	-1%
31	C=CCNC(=O)c1ccc(N(CC=C)S(C)(=O)=O)cc1	3%	14%[46.1 µM]	-1.1%	-3%	5%	-4%	0%
32	CCCc1cc2c(c(=O)o1)C(O)C1OC1C2=O (centres undefined)	-2%[17.5 µM]	/	3.1%[10.1 µM]	/	3%[13.1 µM]	/	/
33	O=C(COC(=O)CCc1nc2ccccc2s1)Nc1ccc(Cl)cn1	-19%	23%	-1.0%	3%	1%	-1%	-1%
34	CCOC(=O)c1ccccc1NC1CC(=O)N(c2ccccc2C)C1=O (centres undefined)	?	-19%[46.1 µM]	0.0%	3%	12%	25%[38.3 µM]	-4%
35	CN(CC(=O)NCCCN1CCOCC1)S(=O)(=O)c1ccc(Br)cc1	-16%	5%[46.1 µM]	0.1%	0%	-2%	6%[38.3 µM]	-7%
36	O=C(N/N=C/C=C/c1ccco1)c1ccccc1Cl	3%	-28%	13%	1%	-7%	-5%	/
37	Nc1nc(Nc2ccccc2)nc(NCCO)c1[N+](=O)[O-]	1%	11%	0.0%	/	4%	/	/
38	O=C(CNC(=O)C12CC3CC(CC(C3)C1)C2)N1CCN(S(=O)(=O)c2cccs2)CC1	12%	-7%	-1.3%	-1%	11%	1%	?
39	Cc1cc(C)cc(N(CC(=O)N2CCC(C)CC2)S(C)(=O)=O)c1	7%	-1%[46.1 µM]	-2.1%	0%	9%	30%[38.3 µM]	-14%
40	Cc1ccc2oc(=O)c3cc(C(=O)N4CCN(C(=O)c5ccco5)CC4)sc3c2c1	-1%	19%	0.0%	/	6%	3%	/
41	COc1cc(OC)c2ccc(=O)oc2c1C(CCN1CCCC1)c1ccc2c(c1)OCO2 (centres undefined)	6%&4%	-55%	1.1%	/	-13%&-11%	/	/
42	CCOC(=O)C1CCN(CC(O)COCc2ccc3c(c2)OCO3)CC1 (centres undefined)	-6%	11%	-0.3%	/	-4%	3%	/
43	CC(C)(C)N(Cc1ccccc1)C(=O)c1ccc(Br)o1	10%	-50%	2.1%	-2%	2%	13%	?
44	COc1ccc(C(=O)N2CCN(S(=O)(=O)c3ccc(F)cc3)CC2)cc1OC	-1%	8%	-1.0%	2%	-5%	1%	4%[46 µM]
45	Cc1cc2ccccc2c(=O)n1CC(=O)NCC(=O)N1CCCC1	3%	2%[46.1 µM]	1.8%	1%	1%	-10%[38.3 µM]	4%
46	CC1C(=O)CC(c2ccco2)NC1c1ccco1 (centres undefined)	3%	-3%[46.1 µM]	0.0%	-1%	28%	25%[38.3 µM]	11%
47	O=C(Nc1ccc(S(=O)(=O)NCC2CCCO2)cc1)c1ccccc1 (centres undefined)	-1%	-6%	6.4%	6%	3%	21%	/
48	CS(=O)(=O)N1CCC(C(=O)NCc2ccc3c(c2)OCO3)CC1	1%	-13%	-1.2%	/	2%	0%	/
49	COC(=O)C1=C(C)NC(=S)NC1/C=C/c1ccccc1 (centres undefined)	-9%	-32%	-4.2%	0%	-1%	3%	/
50	N#C/C(=N/Nc1ccccc1[N+](=O)[O-])C(N)=S	-12%	-9%	-2.6%	/	9%	/	/
51	COc1c(-c2ccc(O)cc2)oc2cc(O)cc(O)c2c1=O	3%	3%	1.3%	/	/	/	/
52	COC(=O)c1ccc(-c2noc(CN3CCCCC3c3nccn3C)n2)cc1 (centres undefined)	-3%	9%	3.0%	3%	-2%	29%	-8%[46 µM]
53	O=C1C(Cc2ccc3[nH]ccc3c2)NC(=S)N1c1ccccc1 (centres undefined)	-6%	-1%	3.7%	/	-1%	/	/
54	CCOC(=O)c1[nH]c(C)c(C(=O)NCc2cccnc2)c1C	3%	-11%[46.1 µM]	0.7%	0%	-2%	3%[38.3 µM]	0%
55	O=C(CSc1c(F)c(F)cc(F)c1F)Nc1ccc(C2SCCS2)cc1	10%	1%[7.67 µM]	1.4%	/	5%	/	/
56	Cc1nc2ccccc2c(=O)n1CCCn1ccnc1	6%	-4%[46.1 µM]	5.5%	6%	9%	25%[38.3 µM]	-5%
57	O=C(Nc1nc2c(s1)CCCC2)c1cc(-c2ccncc2)nc2ccccc12	-4%	-9%	-1.1%	0%	-1%	9%	-5%
58	CCN(CC)S(=O)(=O)c1ccc(N2CCOCC2)c(NC(=O)c2ccc(C#N)cc2)c1	5%	-11%	0.0%	2%	2%	7%	/
59	Nc1nc(N2CCN(C(c3ccccc3)c3ccccc3)CC2)n[nH]1	4%	0%	-0.7%[10.1 µM]	-1%	-4%	2%	-10%[46 µM]
60	O=c1nc2n(c3ccc(Br)cc13)CCS2	0%	22%[46.1 µM]	0.0%	2%	6%	3%	5%

# Part of the list above in order of SMILES length, ascending:
No.	Structure	aGal spleen mod	NPSR antag	Epigenetic reg	Luc counter	CBFb RUNX1 block	IMPase Li inh	Lamin A splicing
46	CC1C(=O)CC(c2ccco2)NC1c1ccco1 (centres undefined)	3%	-3%[46.1 µM]	0.0%	-1%	28%	25%[38.3 µM]	11%
31	C=CCNC(=O)c1ccc(N(CC=C)S(C)(=O)=O)cc1	3%	14%[46.1 µM]	-1.1%	-3%	5%	-4%	0%
51	COc1c(-c2ccc(O)cc2)oc2cc(O)cc(O)c2c1=O	3%	3%	1.3%	/	/	/	/
53	O=C1C(Cc2ccc3[nH]ccc3c2)NC(=S)N1c1ccccc1 (centres undefined)	-6%	-1%	3.7%	/	-1%	/	/
55	O=C(CSc1c(F)c(F)cc(F)c1F)Nc1ccc(C2SCCS2)cc1	10%	1%[7.67 µM]	1.4%	/	5%	/	/
57	O=C(Nc1nc2c(s1)CCCC2)c1cc(-c2ccncc2)nc2ccccc12	-4%	-9%	-1.1%	0%	-1%	9%	-5%
58	CCN(CC)S(=O)(=O)c1ccc(N2CCOCC2)c(NC(=O)c2ccc(C#N)cc2)c1	5%	-11%	0.0%	2%	2%	7%	/

# From PubChem BioAssay

# Only part of the results is shown; rates above refer to the full screens.
